Screening results: PubChem BioAssay, National Center for Advancing Translational Sciences (NCATS)
KDM5B inhibitor – blocks human KDM5B histone demethylase activity; Q9UGL1; KDM5B demethylase, FDH-coupled NADH fluorescence (FDH is formaldehyde dehydrogenase); Potency, µM (titrated, usually from 57.7 µM), for inactives: at the top dose activity change, negative = inhibition, actives largely listed as inhibitors; actives 2.6% (n = 220,000); active = well fitted inhibition curve with a large enough effect; inconclusive = small, poorly fitted or top-dose-only effect; inactive = no such curve, though single readings can be large or run the other way; also: 0% is about no effect; nearly all actives have a fitted effect of over 70% in size
Target sequence (Q9UGL1 whole entry, looked up): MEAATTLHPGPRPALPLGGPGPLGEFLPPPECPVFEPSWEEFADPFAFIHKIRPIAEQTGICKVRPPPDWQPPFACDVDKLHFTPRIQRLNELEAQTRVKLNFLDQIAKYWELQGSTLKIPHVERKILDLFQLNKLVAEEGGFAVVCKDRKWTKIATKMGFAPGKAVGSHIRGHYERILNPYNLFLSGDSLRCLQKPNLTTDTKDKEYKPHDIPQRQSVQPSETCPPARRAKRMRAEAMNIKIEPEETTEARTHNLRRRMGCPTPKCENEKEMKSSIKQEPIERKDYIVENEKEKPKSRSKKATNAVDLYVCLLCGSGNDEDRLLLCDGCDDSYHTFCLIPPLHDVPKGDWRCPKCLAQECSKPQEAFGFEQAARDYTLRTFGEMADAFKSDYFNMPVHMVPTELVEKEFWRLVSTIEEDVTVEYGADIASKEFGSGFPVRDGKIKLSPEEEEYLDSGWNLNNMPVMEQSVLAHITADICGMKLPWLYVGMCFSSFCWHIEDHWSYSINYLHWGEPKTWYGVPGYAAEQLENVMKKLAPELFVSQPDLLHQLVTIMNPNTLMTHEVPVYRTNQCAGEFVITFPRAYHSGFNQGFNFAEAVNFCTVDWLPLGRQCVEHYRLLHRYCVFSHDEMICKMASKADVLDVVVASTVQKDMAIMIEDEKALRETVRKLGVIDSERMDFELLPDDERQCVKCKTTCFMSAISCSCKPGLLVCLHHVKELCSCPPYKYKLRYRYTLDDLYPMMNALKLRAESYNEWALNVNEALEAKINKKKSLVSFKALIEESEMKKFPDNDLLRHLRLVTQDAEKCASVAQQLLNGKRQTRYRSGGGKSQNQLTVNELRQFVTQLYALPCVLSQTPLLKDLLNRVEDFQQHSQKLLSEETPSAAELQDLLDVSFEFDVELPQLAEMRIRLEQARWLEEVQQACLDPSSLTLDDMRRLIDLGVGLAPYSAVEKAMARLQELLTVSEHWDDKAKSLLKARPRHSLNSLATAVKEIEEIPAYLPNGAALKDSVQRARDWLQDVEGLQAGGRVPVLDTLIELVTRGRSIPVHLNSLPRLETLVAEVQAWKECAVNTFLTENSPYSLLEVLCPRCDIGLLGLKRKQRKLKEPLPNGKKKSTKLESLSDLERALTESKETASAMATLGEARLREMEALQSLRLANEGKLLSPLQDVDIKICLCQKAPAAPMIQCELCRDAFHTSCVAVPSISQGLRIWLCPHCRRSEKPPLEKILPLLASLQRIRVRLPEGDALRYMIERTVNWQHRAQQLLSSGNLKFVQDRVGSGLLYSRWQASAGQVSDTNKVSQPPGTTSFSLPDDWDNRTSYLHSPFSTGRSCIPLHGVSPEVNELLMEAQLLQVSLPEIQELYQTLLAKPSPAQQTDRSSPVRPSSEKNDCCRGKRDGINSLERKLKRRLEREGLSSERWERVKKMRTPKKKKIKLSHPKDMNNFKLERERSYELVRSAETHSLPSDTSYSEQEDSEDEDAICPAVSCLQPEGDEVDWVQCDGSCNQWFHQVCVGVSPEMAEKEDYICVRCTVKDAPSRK
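Coupled FDH/NAD⁺ fluorescence readout. KDM5BΔAP 200 nM final; compound titration, 10 min RT preincubation; substrate mix 12.5 µM H3K4me3, 25 µM 2-OG, 50 µM Fe(II), 100 µM ascorbate, 0.25 mM NAD⁺, 0.25 U/mL FDH; ΔRFU over 30 min.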
An asterisk follows results filed as active; ? = inconclusive; [ ] = remark or other dose. Potency is read from the fitted curve at half-maximal effect.

item	KDM5B inhibitor	mol
1	?	CC(C)CCNC(=O)c1ccc(-c2nnc3ccc(NC(=O)C4CCC4)cn23)cc1
2	-12%[86.2 µM]	COc1ccc(NC(=O)c2nc(C(O)c3ccccc3F)oc2C)cn1 (stereo not drawn)
3	?	COc1ccc(Cl)cc1NC(=O)c1ccc2c(c1)CCN2S(C)(=O)=O
4	13%	O=C(c1cccs1)N1CCC2(CC1)SCC(=O)N2c1ccc(Cl)cc1
5	?	CCCCOc1cccc(C(=O)Nc2ccc3oc(-c4cccnc4)nc3c2)c1
6	8%	Nc1nc(C2CC(N)C2)cc(N2CCN(CC(=O)N3CCCCC3)CC2)n1 (stereo not drawn)
7	1%	CCn1ncc(N2CCCC(CC(=O)Nc3ccc(Cl)cc3)C2)cc1=O (stereo not drawn)
8	?	CC(C)C1=NOC2(CCN(Cc3cccc4ccccc34)CC2)C1
9	-1%	Cc1ccc2[nH]cc(CCNC(=O)c3cccc(F)c3)c2c1
10	16%	CCn1c(-n2nc(C)c(C)c2C)nc2c1c(=O)n(CC(N)=O)c(=O)n2C
11	?	O=C(NCCc1ccccc1)Nc1cccc(-c2ccc(N3CCCCC3)nn2)c1
12	-16%	COCCCNC(=O)Cn1cnc2c1c(=O)n(C)c(=O)n2C
13	-4%	COC(=O)c1cccc(NC(=O)c2ccc(N3CCCCS3(=O)=O)cc2Cl)c1
14	?	O=C(Nc1ccc2oc(-c3ccc(F)cc3)nc2c1)c1ccccc1F
15	19%	Cc1cc(C(=O)N[C@@H]2CN(Cc3ccccc3)C[C@H]2CN(C)C)n[nH]1
16	4%	COc1ccc(C(=O)OCc2ccc(Cl)c(Cl)c2)c(OC)c1OC
17	-21%	CC(C)[C@@H]1NC(=O)[C@H]2C[C@@]3(c4ccccc4)c4ccccc4N[C@H]3N2C1=O
18	-13%	CCOc1ccc(CN2C(=O)c3ccccc3Sc3ccc(C(=O)NCc4ccc(C)cc4)cc32)cc1
19	-3%	O=C(N[C@@H]1CCN(C(=O)c2nnc3n2CCCC3)C[C@H]1O)c1cnccn1
20	?	Cn1cccc1CN1CCCN(S(C)(=O)=O)C(c2ccccc2)CC(=O)NCC1 (stereo not drawn)
21	19%	Clc1ccc(-c2nc(-c3ccc(Br)o3)no2)cc1
22	?	Cc1oc(-c2ccccc2F)nc1Cn1c(SCc2cccc(C(F)(F)F)c2)nc2ccncc21
23	-30%	COc1ccc(Cl)cc1NC(=O)Cn1c(=O)c2ccccc2n2nncc12
24	24%	COc1ccc(-n2ncc(C(=O)N3CCN(C(=O)c4ccco4)CC3)c2C2CCN(C(=O)OC(C)(C)C)CC2)cc1
25	0%	NC1CCCCN(C(=O)CCn2cc(Cl)cn2)C1 (stereo not drawn)
26	?	O=C(NCc1cccnc1)c1ccc2nc(-c3ccccc3)c(-c3ccccc3)nc2c1
27	4%	CCC1Oc2ccc(NC(=O)COC)cc2CN(Cc2ccc(F)cc2)C1=O (stereo not drawn)
28	-4%	O=C1CC(c2ccccc2)N(C(=O)CNS(=O)(=O)c2cccc3cccnc23)CCCCCCN1 (stereo not drawn)
29	?	CC1=C(C(=O)Nc2ccccc2F)C(c2ccccc2)C2=C(CC(C)(C)CC2=O)N1 (stereo not drawn)
30	3%	O=C(Nc1nc2n(n1)C(c1ccc(F)cc1)CC(c1ccccc1)N2)c1ccco1 (stereo not drawn)
31	-2%	COc1cc(OC)cc(C(=O)/C(=C/c2cccs2)c2nc3ccccc3o2)c1
32	-21%	CCOc1ccc(NC(=O)CSc2nc(-c3ccc(OC)cc3)nc3c2Cc2c(CO)cnc(C)c2O3)cc1
33	13%	CC(=O)N1CCN(c2nc3c(s2)CC(C(=O)NCc2cc(F)cc(F)c2)CC3)CC1 (stereo not drawn)
34	6%	COc1cccc(CNC(=O)Cc2csc3nc(-c4ccccc4)cn23)c1
35	-21%	Cc1cc(Br)ccc1NC(=O)C(Cc1ccccc1)NS(=O)(=O)c1ccc(Br)s1 (stereo not drawn)
36	23%	NS(=O)(=O)c1ccc(CCNS(=O)(=O)c2cccc3cccnc23)cc1
37	4%	CCc1ccc2[nH]c(C)c(CN3CCCC(C)C3)c(=O)c2c1 (stereo not drawn)
38	5%	Cc1ccc(CNC(=O)COC(=O)c2nc(-c3ccccc3)oc2C)cc1
39	3%	Cc1ccccc1NC(=O)CSc1cn(CC(=O)N(C(C)C)C(C)C)c2ccccc12
40	31%	CC(C)(C)OC(=O)N1CCCN(C(=O)Nc2ccccc2)CC1

Pulled one by one from above (7):
item	KDM5B inhibitor	mol
38	5%	Cc1ccc(CNC(=O)COC(=O)c2nc(-c3ccccc3)oc2C)cc1
24	24%	COc1ccc(-n2ncc(C(=O)N3CCN(C(=O)c4ccco4)CC3)c2C2CCN(C(=O)OC(C)(C)C)CC2)cc1
21	19%	Clc1ccc(-c2nc(-c3ccc(Br)o3)no2)cc1
32	-21%	CCOc1ccc(NC(=O)CSc2nc(-c3ccc(OC)cc3)nc3c2Cc2c(CO)cnc(C)c2O3)cc1
34	6%	COc1cccc(CNC(=O)Cc2csc3nc(-c4ccccc4)cn23)c1
28	-4%	O=C1CC(c2ccccc2)N(C(=O)CNS(=O)(=O)c2cccc3cccnc23)CCCCCCN1 (stereo not drawn)
40	31%	CC(C)(C)OC(=O)N1CCCN(C(=O)Nc2ccccc2)CC1

The main list resumes with the 7 entries that preceded the break.
item	KDM5B inhibitor	mol
34	6%	COc1cccc(CNC(=O)Cc2csc3nc(-c4ccccc4)cn23)c1
35	-21%	Cc1cc(Br)ccc1NC(=O)C(Cc1ccccc1)NS(=O)(=O)c1ccc(Br)s1 (stereo not drawn)
36	23%	NS(=O)(=O)c1ccc(CCNS(=O)(=O)c2cccc3cccnc23)cc1
37	4%	CCc1ccc2[nH]c(C)c(CN3CCCC(C)C3)c(=O)c2c1 (stereo not drawn)
38	5%	Cc1ccc(CNC(=O)COC(=O)c2nc(-c3ccccc3)oc2C)cc1
39	3%	Cc1ccccc1NC(=O)CSc1cn(CC(=O)N(C(C)C)C(C)C)c2ccccc12
40	31%	CC(C)(C)OC(=O)N1CCCN(C(=O)Nc2ccccc2)CC1
41	-11%	COc1ccc(CN(Cc2ccco2)C(=O)c2cc(=O)c3ccccc3o2)cc1
42	9%	COCC(=O)Nc1ccc(N2CCN(c3ccccc3)CC2)c(F)c1
43	13%	CC(Sc1nnc(Cc2ccccc2)o1)C(=O)NC1(C#N)CCCCC1 (stereo not drawn)
44	-12%	Cc1ccc(N2CCN(c3cc(C)nc4c(-c5ccc(Cl)cc5)c(C)nn34)CC2C)cc1 (stereo not drawn)
45	7%	CCCCc1nnc(NC(=O)Cn2ccc3ccc(F)cc32)s1
46	-10%	Cc1sc(N)c(C#N)c1-c1ccc(CC(C)C)cc1
47	-24%	Cc1ccc(-c2ccc(N)cc2)cc1
48	-4%	CCNC(=O)N(C1CC1)C1CCOC2(CCN(C(=O)c3nccc4ccccc34)CC2)C1 (stereo not drawn)
49	-1%[149 µM]	O=C1NCc2ccccc2CC12CCCCN2Cc1ccc(O)cc1 (stereo not drawn)
50	4%	COc1ccc(C2CCCN2CC(=O)N(CCC#N)c2ccccc2F)cc1 (stereo not drawn)
51	?	Cc1ccccc1C(=O)N1CCCN(c2nc3ncccc3o2)CC1
52	-16%	CC[N+](CC)(CC)CCCOC1CC(C)CCC1C(C)C (stereo not drawn)
53	5%	N#C/C(=C/c1ccccc1)c1nc(-c2ccc3c(c2)-c2ccccc2C3)cs1
54	?	COc1ccc(NC(=O)c2c(NCc3cccc(OC)c3)sc3c2CCC3)cc1
55	3%	CCN(C(=O)C(=O)Nc1ccc2nc3n(c(=O)c2c1)CCCCC3)c1ccccc1F
56	-5%	Cc1nonc1NC(=O)COc1ccc(C(C)C)cc1
57	?	Cn1cnnc1CC1CCNCC1
58	18%	COc1ccc(S(=O)(=O)N2CCC(n3cnnc3C3CC3)CC2)cc1Cl
59	?	Clc1cccnc1-c1cc(NCc2ccccn2)nc2[nH]ccc12
60	?	COC(=O)c1ccc(CN(Cc2ccc(OC)c(OC)c2)S(=O)(=O)c2ccc(F)c(C(=O)Nc3cc(C)ccc3C)c2)cc1
61	-12%	O=C(N1CCN(S(=O)(=O)c2cccs2)CC1)N1CC2CC(C1)[C@H]1CCCC(=O)N1C2 (stereo partly drawn)
62	?	COC(=O)c1c(-c2cccs2)csc1NC(=O)c1cc(OC)cc(OC)c1
63	19%	COCCn1ncc(N2CCC(C(=O)N3CCC(N(C)Cc4cccc(Cl)c4)CC3)C2)cc1=O (stereo not drawn)
64	21%	Cc1ccc(-c2noc(-c3nnn4c3COC(c3ccc(C)cc3C)C4)n2)cc1 (stereo not drawn)
65	?	CC(C)c1noc(-c2cccn3c(CNC(=O)C4CCC4)nnc23)n1
66	?	CCc1ccc2nc(-c3ccccn3)cc(C(=O)O)c2c1
67	?	Cc1ccccc1Nc1c(-c2ccco2)nc2c(C)cccn12
68	20%	O=C(Cn1cnc2ccccc2c1=O)N1CCCC1c1ccc2c(c1)OCCCO2 (stereo not drawn)
69	?	O=C(c1cccc2nccnc12)N1CCC2(CC1)CC(N1CCCC1)CCO2 (stereo not drawn)
70	-12%	Cc1ccsc1C(=O)/C(C#N)=C\c1ccc(C(=O)O)cc1
71	-22%	O=C(Cn1cc(SCc2c(F)cccc2Cl)c2ccccc21)N1CCCCCC1
72	?	O=C(NCc1ccc(Cl)cc1)c1ncoc1-c1cccs1
73	?	COc1ccc2cc(COC(=O)C3COc4ccccc4O3)ccc2c1 (stereo not drawn)
74	15%	Cc1nc2ccccc2n1CCNC(=O)C1CC(=O)N(c2n[nH]c3ccccc23)C1 (stereo not drawn)
75	46%[activator]	O=C(NCCOc1ccccc1)C1CCC(=O)N(C2CCCCCC2)C1 (stereo not drawn)
76	-46%	CN(C(=O)Cn1c(=O)n(Cc2ccc3c(c2)OCO3)c(=O)c2sccc21)C1CCCCC1
77	-1%	COc1ccc(CCNC(=O)CCCCn2c(=O)c3ccccc3n(Cc3cc(C)ccc3C)c2=O)cc1OC
78	-8%	CCCn1nc(C(=O)NCC(c2cccs2)N2CCCC2)c2ccccc2c1=O (stereo not drawn)
79	12%	O=C(N/N=C/c1ccc(Br)cc1)c1cccs1
80	-4%	CC1CCN(C(=O)CN2C(=O)NC3(CCC(C)CC3)C2=O)CC1 (stereo not drawn)
81	8%	Cc1ccc(C(=O)NCC(O)c2ccccc2)cc1 (stereo not drawn)
82	-5%	Cc1ccc(NC(=O)C2CCCN(c3ncnc4c3nc3n4CCCCC3)C2)c(Br)c1 (stereo not drawn)
83	-2%	Cc1cc(NC(=O)C(C)SCC(=O)Nc2nc3c(F)cc(F)cc3s2)no1 (stereo not drawn)
84	-12%[115 µM]	CNC(=O)c1cn2c(n1)CN([S+](=O)([O-])c1cccc(C(F)(F)F)c1)CC2
85	?	CCCCNC(=O)C1CCCN(C2CCN(Cc3ccncc3)CC2)C1 (stereo not drawn)
86	11%	CCCCS(=O)(=O)CCS(=O)(=O)CCCC
87	?	CCOCCCNC(=O)c1ccc(-n2c(-c3ccccc3)cc3c2CCCC3)cc1
88	22%	O=C(Cc1ccc(Cl)cc1)N1CCN(c2ccc(F)cc2)CC1
89	?	O=C1CC(c2ccc(OCc3ccc(Cl)cc3)cc2)c2c(nc(-c3ccccc3)[nH]c2=O)N1 (stereo not drawn)
90	11%	O=C(N[C@@H](Cc1ccccc1)C(=O)NCc1cccs1)c1cccs1
91	22µM*	COC[C@@H]1CCCN1Cc1cc2ccc(C)cc2nc1-c1ccc(OC)cc1
92	23%	Cc1ccc(C)c(C(NC(=O)c2ccccc2C)c2cccnc2)c1 (stereo not drawn)
93	-3%	Cc1cc(OCC(=O)Nc2ccc(N3CCN(C)CC3)cc2)ccc1Cl
94	-14%[115 µM]	C[C@H](C(=O)N1Cc2ccccc2CC2(CCN(C)C2)C1)c1ccccc1 (stereo partly drawn)
95	?	Cc1cnc(C2CC2)n1CCN
96	-18%	CCOC(=O)c1c(C)[nH]c(CCC(=O)NCc2ccccc2C)c1C
97	11%	CCOC(=O)c1cc(-c2ccc(OC)c(S(=O)(=O)NCc3ccccc3Cl)c2)on1
98	30%	O=C(NCCc1cscn1)c1cccc(S(=O)(=O)NC[C@@H]2CCCO2)c1
99	-3%	O=C(CSc1ccc(Br)cc1)c1cccc2ccccc12
100	1%	CC(=O)Nc1ccc(NC(=O)c2cc(S(=O)(=O)N3CCOCC3)c(Cl)cc2Cl)cc1

(more compounds)
item	KDM5B inhibitor	mol
101	185%[activator]	O=C(CSc1ccc(Cl)cc1)NCCSc1nc2ccccc2s1
102	?	CCc1noc(-c2cccn3c(CNC(=O)c4ccc(Cl)cc4)nnc23)n1
103	1%	c1cncc(-c2nc(NC3CCN(C4CC4)CC3)c3ccccc3n2)c1
104	?	O=C(CCCc1ccccc1)N1CCC2(CC1)CN(C1CCC1)CC2CO (stereo not drawn)
105	-8%	Cc1ccccc1CNC(=O)c1ccc2nc(C(C)C)oc2c1
106	?	Fc1ccc(Oc2ccc3nnc(-c4ccccc4)n3n2)cc1
107	40µM*	COCCNC(=O)c1nc(-c2ccsc2)c2ccccn12
108	2%	CCCNC(=O)CC1CCCN(c2cn[nH]c(=O)c2)C1 (stereo not drawn)
109	8%	CCn1nc(C(=O)N2CC(C(=O)N3CCOCC3)Oc3ccccc32)c2ccccc2c1=O (stereo not drawn)
110	10%	CCC1(c2ccccc2)NC(=O)N(CC(=O)NCc2ccc(OC)cc2)C1=O (stereo not drawn)
111	-5%	COC(=O)c1cc(C)nc2c1c(=O)nc(SCc1ccccc1Cl)n2C1CC1

Values in list order from above.
KDM5B inhibitor, entries 103 to 111, in order: 1%, ?, -8%, ?, 40µM*, 2%, 8%, 10%, -5%

An excerpt. The share of hits here may be higher or lower than overall.
